# Assay outcomes: PubChem, Small Molecule Screening Facility, UW Madison
# RMI FANCM FP – RMI-FANCM interaction inhibition; FP signal (polarization) at 33 µM; actives 0.58% (n = 70,000); Fluorescence polarization, RMI core complex with F-MM2 peptide; hits give low values; AID 1159607; in the data active = FP signal below about 40; note: inactives centre near 61; strong numbers were not always called active; unit not given here
# * hit, by the source's call; & = joins results of further samples. Not all compounds are listed; count on the stated rates, not on these rows.
canonical_smiles	RMI FANCM FP
COc1ccc2c(CC(=O)NC(C)c3ccccc3)cc(=O)oc2c1 (stereo not drawn)	66
Cn1nc(-c2ccc(NC(=O)c3ccc(Br)o3)cc2)ccc1=O	56
Nc1cccc(N2CCCC2=O)c1	66
Cc1cc(C)n(-c2nc(-c3ccccc3)c3cc(Cl)ccc3n2)n1	63
CCCOc1ccc(CSc2nc3ccccc3[nH]2)cc1	72
COc1ccc(-c2cn3c(C(=O)N4CCN(C(c5ccccc5)c5ccccc5)CC4)csc3n2)cc1	66
O=S(=O)(Cc1nc(-c2cccc(Cl)c2)no1)c1ccc(F)cc1	79
COc1ccc(C(=O)CSc2nnc(COc3ccc(Br)cc3)n2-c2ccccc2)cc1	61
COc1ccc(/C=N\O)cc1OC1CCCC1	40
O=C(NCCN1CCOC(c2ccccc2)C1)c1ccc2c(c1)OCO2 (stereo not drawn)	75
CSc1ccccc1NC(=O)C(=O)NCc1c(F)cccc1F	54
N#CC(=NCCC1=CCCCC1)C1=C(O)c2ccccc2C1=O	53
Cc1[nH]c(=O)nc(SCC(=O)NC2CCCC2)c1C#N	50
Cn1c(CCNC(=O)C2CCCCC2)nc2ccccc21	64
COc1ccc(C(=O)Nc2ccc(C)cc2C(=O)c2ccccc2)c(OC)c1	63

# Reprinted at random: 3 compounds from above.
canonical_smiles	RMI FANCM FP
O=S(=O)(Cc1nc(-c2cccc(Cl)c2)no1)c1ccc(F)cc1	79
Cn1nc(-c2ccc(NC(=O)c3ccc(Br)o3)cc2)ccc1=O	56
Cc1[nH]c(=O)nc(SCC(=O)NC2CCCC2)c1C#N	50

# (next part)
canonical_smiles	RMI FANCM FP
COc1ccc(OC)c(NC(=O)C(=O)NCC2CCN(Cc3ccccc3)CC2)c1	80
O=C(Cc1csc(Nc2ccc(OC(F)(F)F)cc2)n1)NC1CC1	65
O=C(CCc1ccc(O)cc1)N/N=C\C=C\c1ccccc1	58
O=C(Nc1cncc(C#Cc2ccccc2)c1)N1CCCC1	55
COc1ccc(CCNC(=O)c2ccc(Cn3c(C)nc4ccccc43)o2)cc1OC	60
O=C(Nc1nc(-c2cc3ccccc3oc2=O)cs1)c1ccc(-c2nc3ccccc3s2)s1	55
Cc1cc(O)c(C(=O)Nc2ccc(Cl)c(Cl)c2)c(=O)n1C	52
CCOC(=O)c1c(NC(=O)c2cc(C)nn2C)sc2c1CC(C)(C)NC2(C)C	84
O=C(O)C1=Cc2cc(Cl)ccc2OC1	55
COc1cccc(OCC(=O)Nc2ccc(-c3nnc(C)o3)cc2)c1	67
Cc1sc(NC(=O)C2CC2)c(-c2nc3ccccc3s2)c1C	56
CC1C(=O)NCCN1C(=O)CN1C(=O)c2ccccc2C1=O (stereo not drawn)	69
Cc1cc(=O)c2c(ccc3c[nH][nH]c32)n1	63
CC(=O)N1CCN(c2ccnc3c2c(=O)n(CC(=O)NCCc2ccccc2)c(=O)n3C)CC1	62
CCOC(=O)c1cc([N+](=O)[O-])sc1NC(=O)CC	69
NC(=O)Cc1ccc(F)cc1Cl	53
Cc1cccc(C)c1NC(=O)CSc1cc(C)c2ccccc2n1	77
COCc1cc(N2CCCCC2)nc(-c2csc(C)n2)n1	59
O=C(Nc1cccc([N+](=O)[O-])c1)C1=Cc2ccccc2OC1	62
CC(C)CC(=O)Nc1nnc(SCc2ccc(C(F)(F)F)cc2)s1	54
CSc1ncccc1C(N)=O	42
COC(=O)c1ccc(NC(=O)C(=O)NCC(c2ccco2)N2CCc3ccccc3C2)cc1 (stereo not drawn)	58
Cc1occc(=O)c1OC(=O)c1ccc([N+](=O)[O-])cc1	58
Cc1cc(C)cc(OCCNC(=O)/C=C/c2ccccc2)c1	69
CC(C)N1CCC(CNC(=O)C(=O)NCc2ccc(F)cc2)CC1	70
Cc1ccc2oc(=O)cc(CSc3nc(-c4ccccc4)c4ccccc4n3)c2c1	58
c1ccc2[nH]c(Sc3ncnc4sc5c(c34)CCCC5)nc2c1	65&65
Cc1cc2nnc(SCC(=O)Nc3ccccc3C(F)(F)F)n2c2ccccc12	74
CCN1C(=O)/C(=C\N(C)C)SC1=NS(=O)(=O)c1ccccc1	63
O=C(Nc1cccc(-c2nc3ccccc3s2)c1)c1ccccc1[N+](=O)[O-]	69

# Ordered by SMILES length (rising): some entries from above.
canonical_smiles	RMI FANCM FP
NC(=O)Cc1ccc(F)cc1Cl	53
COCc1cc(N2CCCCC2)nc(-c2csc(C)n2)n1	59
Cc1cccc(C)c1NC(=O)CSc1cc(C)c2ccccc2n1	77
CC(C)N1CCC(CNC(=O)C(=O)NCc2ccc(F)cc2)CC1	70
Cc1occc(=O)c1OC(=O)c1ccc([N+](=O)[O-])cc1	58
COC(=O)c1ccc(NC(=O)C(=O)NCC(c2ccco2)N2CCc3ccccc3C2)cc1 (stereo not drawn)	58

# (list continues)
canonical_smiles	RMI FANCM FP
COc1ccc(-c2nnc(SCC(=O)Nc3nc(-c4ccccc4)cs3)o2)cc1OC	63
O=C(Cc1ccc(F)cc1)Nc1ccc(CN2CCN(c3ccccn3)CC2)cc1	60
CCCOc1ccc(S(=O)(=O)N2CCN(C)CC2)cc1	62
Cc1ccc(NC(=O)CSc2ccc(NC(=O)C(C)C)nn2)cc1F	68
CCCC(=O)Oc1ccc(N(C(=O)CCC)S(=O)(=O)c2ccccc2)cc1Br	57
CCCS(=O)(=O)N1CCCc2ccc(NS(=O)(=O)CCc3ccc(OC)cc3)cc21	77
CC1CCCCN1CCCNS(=O)(=O)c1ccc(S(=O)(=O)c2ccc(C(F)(F)F)cn2)s1 (stereo not drawn)	67
O=C(NNC(=O)c1ccc(Cl)cc1)C(=O)NNC(=O)c1ccc(Cl)cc1	67
Cc1ccc(SCCC(=O)Nc2nnc(-c3ccco3)o2)cc1	54
Cc1sc2nc(SCC(=O)Nc3sc4c(c3C#N)CCCC4)n(C)c(=O)c2c1C	65
O=C(CSc1nc2scc(-c3ccc(Cl)cc3)c2c(=O)n1-c1ccccc1)Nc1nsc(-c2ccccc2)n1	76
COc1cccc(-c2cn3c(C(=O)Nc4ccc(S(N)(=O)=O)cc4)csc3n2)c1	70
COCCn1c(=NC(=O)CCS(=O)(=O)c2ccccc2)sc2cc(C(=O)OC)ccc21	76
O=S(=O)(NCC(c1ccsc1)N1CCc2ccccc2C1)c1cccc(F)c1 (stereo not drawn)	65
COc1cccc(CSc2nc(CC(=O)Nc3cccc(C(C)=O)c3)cc(=O)[nH]2)c1	61
Fc1ccc2nc(Nc3nc(-c4nc5ccccc5s4)cs3)sc2c1	74
COc1ccc(-c2csc(CN3CCN(C(=O)c4ccc(F)c(F)c4)CC3)n2)cc1	62
COc1cc(C(=O)NCC2CCCO2)cc(OC)c1OC (stereo not drawn)	58
CCOC(=O)/C(C#N)=C/c1cn(-c2ccccc2)nc1C	54
O=C(CSc1nncc(=O)[nH]1)NCc1ccc2c(c1)OCO2	55
O=C(Nc1ccc2c(c1)N(C(=O)C1CCCO1)CC2)c1ccc(C(F)(F)F)cc1 (stereo not drawn)	66
CCCOc1ccc(CNC(=O)c2sccc2S(=O)(=O)N2CCN(c3ccccc3)CC2)cc1	74
COc1ccc(Cl)cc1NC(=O)C(=O)NCC1CCN(Cc2ccco2)CC1	76
c1ccc(CN2CC(c3nn[nH]n3)CN(Cc3ccccc3)C2)cc1	54
Cc1nnc(SCC(=O)Nc2ccc(S(N)(=O)=O)cc2)[nH]c1=O	62
CCOc1ccc(CNC(=O)c2cc(-c3sc(C)nc3C)[nH]n2)cc1OCC	65
COc1ccc(C2CC(=O)n3c(nc4ccccc43)S2)cc1OC (stereo not drawn)	59
Cc1cc(C)cc(NC(=O)C(C)Oc2cccc(Br)c2)c1 (stereo not drawn)	66
O=C(/C=C\c1ccc2c(c1)OCO2)NCc1nnnn1-c1ccc(F)cc1	54
Cc1occc1C(=O)/C(C#N)=C/N=S(C)(=O)c1ccc(Oc2ccc([N+](=O)[O-])cn2)cc1 (stereo not drawn)	53&57
CNc1nc(Cl)ncc1N	53
COc1ccc(/C=C/C(=O)O)cc1S(=O)(=O)NCc1ccc2c(c1)OCO2	59
O=C(Cn1c(=O)cnc2cc(S(=O)(=O)N3CCCCC3)ccc21)NCc1ccc2c(c1)OCO2	113
CCN(CC)C(=O)Oc1ccccc1NC(C)=O	59
CCOC(=O)c1sc(=NC(=O)c2cc3c(ccc4ccccc43)oc2=O)n(C)c1C	56
Cc1ccc(F)cc1NC(=O)CS(=O)(=O)c1cccs1	66
Cc1nc(/C(N)=N\OC(=O)c2c(F)cccc2Cl)cs1	62
O=C(NC(=O)c1c(Cl)cccc1Cl)Oc1ccc(F)cc1Cl	55
O=C(NC(=S)NCC1CCCO1)C1CCCCC1 (stereo not drawn)	61
Cc1ccc(C)c2c1sc(=NC(=O)C(C)C)n2C	64
Cn1c(CSCC(=O)Nc2ccccc2)nnc1SCC(=O)Nc1ccccc1	65
O=C(NCCn1nc(-c2cccs2)ccc1=O)c1ccco1	52
O=c1c2ccccc2n(Cc2nc(-c3cccs3)no2)c(=O)n1CC1CCCO1 (stereo not drawn)	66
OC(CN1CCN(c2ccc(F)cc2)CC1)C(F)(F)F (stereo not drawn)	54
CSc1nn(-c2ccccc2)cc1C(=O)Sc1ccccn1	61
CCn1nc(C(=O)N(Cc2cccnc2)c2nc3c(Cl)cccc3s2)cc1C	66
CC(NCC(O)COCC12CC3CC(CC(C3)C1)C2)c1ccccc1 (stereo not drawn)	84
N#Cc1c(NC(=O)c2ccccc2F)sc2c1CCCC2	58
NS(=O)(=O)c1ccc(Nc2nc(-c3ccccc3)c3cc(Br)ccc3n2)cc1	55
CC(=O)Nc1ccc(NS(=O)(=O)c2ccc(Cl)cc2)c(C)c1	54
O=C(NCCOc1ccc2c(c1)OCO2)c1ccc(Cl)c([N+](=O)[O-])c1	61
C=CCn1c(SCC(N)=O)nc2scc(-c3ccc(OC)cc3)c2c1=O	72
CCC(=O)NCC1CN(c2ccc(OC)cc2)C(=O)O1 (stereo not drawn)	64
CNc1ncnc(NNC(=O)Nc2ccc(OC(F)(F)F)cc2)c1[N+](=O)[O-]	63
CN(C)c1ccc(C2CC(=O)C=C(NCc3cccs3)C2)cc1 (stereo not drawn)	48
CSc1ccccc1NC(=O)c1c(F)cccc1Cl	66
Cc1ccc(Cn2ncc3c(N4CCN(c5ccc(C)cc5)CC4)ncnc32)cc1	59
COc1ccccc1-n1ncc2c(C)nnc(SCC(=O)NCc3ccc(F)cc3)c21	63
COC(=O)c1ccc(NC(=O)C(=O)NCC2CCN(C(C)C)CC2)cc1	65
Cc1nc2scc(C)n2c(=O)c1NC(=O)Nc1ccc(F)cc1	70

# Going on with the list:
canonical_smiles	RMI FANCM FP
COCCNC(=O)c1ccc(=O)n(C)n1	61
Oc1ccccc1C1N=c2c(c3ccccc3c3ccccc23)=N1	66
O=C(COc1ccc(Cl)cc1Cl)Nc1nnc(SCC(=O)Nc2nnc(-c3cccc([N+](=O)[O-])c3)s2)s1	16*
CC(C)S(=O)(=O)c1csc(NC(=O)N=S(C)(=O)c2ccc(Cl)cc2)c1Cl (stereo not drawn)	52
COc1ccc(Cl)cc1NC(=O)c1cc(S(=O)(=O)NCCC2=CCCCC2)ccc1F	58
Cc1cc(C)c(S(=O)(=O)N2CCCC2CNC(=O)C(=O)NCc2cccs2)c(C)c1 (stereo not drawn)	76
O=S(=O)(/C=C/c1ccccc1)c1ccc(F)c(Cl)c1	50
COc1ccc(N2CCN(S(=O)(=O)c3ccc(N4CCOCC4)nc3)CC2)cc1	63
O/N=C\C1=C(Cl)c2cc(Cl)ccc2SC1	61
CCOc1ccc(NC(=O)CSc2ncc(S(=O)(=O)c3ccc(C)cc3C)c(=O)[nH]2)cc1	64
O=C(CCCSc1ccc(NC(=O)c2ccc(F)cc2)nn1)NCc1ccccn1	65
COc1ccc(-c2ccc(N3CCCC(C(=O)N4CCc5ccccc54)C3)nn2)cc1 (stereo not drawn)	69
C/C(=N/NC(=S)NCc1ccco1)c1cccc([N+](=O)[O-])c1	60
O=[N+]([O-])c1ccc(C=NCCSc2ccc(Cl)cc2)s1	55
O=C(Nc1ccc([N+](=O)[O-])cc1)c1nnn(-c2ccc([N+](=O)[O-])cc2)c1-c1ccccc1	53
Nc1nnc(-c2ccc3c(c2)OCCO3)o1	69
CCOC(=O)C1CCCN(C(=O)CC2CSc3nc4c(c(=O)n32)CCC4)C1 (stereo not drawn)	65
CC(C)CNP(=O)(OC1CC(C)CCC1C(C)C)c1ccccc1 (stereo not drawn)	60
COc1ccc(CNC(=O)CCc2ccc(C)o2)cc1	65
CC1(C)S[C@@H]2[C@H](NC(=O)[C@H](N)c3ccccc3)C(=O)N2[C@H]1C(=O)O	54&36
CCOC(=O)c1cc([N+](=O)[O-])sc1NC(=O)CCCS(=O)(=O)c1ccc(F)cc1	76
O=C(c1ccc(Br)o1)N1CCC(c2nc3ccccc3[nH]2)CC1	56
Cc1ccc(C)c(S(=O)(=O)NCc2ccc(C(=O)N3CCN(C)CC3)cc2)c1	75
CN1CCN(CCC(=O)O)CC1	59
Cc1ccc2c(c1)c(C)c(C)n2CC(O)Cn1nc(C)cc1C (stereo not drawn)	55
O=S(=O)(NCc1ccccc1)c1cc(Cl)ccc1Cl	60
C/C(=N\NC(=O)c1cc(-c2ccc3c4c(cccc24)CC3)n[nH]1)c1ccncc1	61
COC(=O)c1sccc1S(=O)(=O)NNC(=O)c1ccc([N+](=O)[O-])cc1	55
Cc1ccc(C2=NN(S(C)(=O)=O)C(c3ccccc3Cl)C2)cc1 (stereo not drawn)	70
